Assay outcomes deposited in PubChem by several laboratories.
MEKK3 PB1 HTS: MEKK3-MEK5 PB1 interaction, increase or decrease; Q99759; bead-based flow cytometry, Alexa488-MEK5 binding to MEKK3; actives lie on both sides; 0 = blocked by unlabeled MEK5, 100 = vehicle; binding response (% of control), % at 10 µM; hit rate 1.4% among 290,000;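 active = binding response more than 3 SD above or below the average of its plate-row segment, actives on both sides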;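 also: Alexa488 bead fluorescence after subtracting the streptavidin-only scavenger bead signal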
SUMO HTRF inh: inhibitors of human SUMOylation (UBC9). hit rate 0.36% among 290,000. HTRF SUMOylation assay, SAE1/SAE2 + UBC9, in vitro. inhibition, % at 35 µM; in the data active = inhibition above about 50%, passing the limit was not always enough; also: strong numbers were not always called active
pCIP destab: p/CIP protein destabilization; hit rate 0.01% among 290,000; decrease of EGFP signal, % at 10 µM; F442A p/CIP-EGFP cells, EGFP fluorescence, 16 h;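 active = EGFP signal decrease of at least 30% at 10 µM or well 3 SD below plate mean, unless failing retest; inactive = the rest, including hits failing retest or dose response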; also: some compounds called inactive have numbers as strong as hits; many of its hits are not listed in these tables
Target sequence (Q05BA5 1-1403): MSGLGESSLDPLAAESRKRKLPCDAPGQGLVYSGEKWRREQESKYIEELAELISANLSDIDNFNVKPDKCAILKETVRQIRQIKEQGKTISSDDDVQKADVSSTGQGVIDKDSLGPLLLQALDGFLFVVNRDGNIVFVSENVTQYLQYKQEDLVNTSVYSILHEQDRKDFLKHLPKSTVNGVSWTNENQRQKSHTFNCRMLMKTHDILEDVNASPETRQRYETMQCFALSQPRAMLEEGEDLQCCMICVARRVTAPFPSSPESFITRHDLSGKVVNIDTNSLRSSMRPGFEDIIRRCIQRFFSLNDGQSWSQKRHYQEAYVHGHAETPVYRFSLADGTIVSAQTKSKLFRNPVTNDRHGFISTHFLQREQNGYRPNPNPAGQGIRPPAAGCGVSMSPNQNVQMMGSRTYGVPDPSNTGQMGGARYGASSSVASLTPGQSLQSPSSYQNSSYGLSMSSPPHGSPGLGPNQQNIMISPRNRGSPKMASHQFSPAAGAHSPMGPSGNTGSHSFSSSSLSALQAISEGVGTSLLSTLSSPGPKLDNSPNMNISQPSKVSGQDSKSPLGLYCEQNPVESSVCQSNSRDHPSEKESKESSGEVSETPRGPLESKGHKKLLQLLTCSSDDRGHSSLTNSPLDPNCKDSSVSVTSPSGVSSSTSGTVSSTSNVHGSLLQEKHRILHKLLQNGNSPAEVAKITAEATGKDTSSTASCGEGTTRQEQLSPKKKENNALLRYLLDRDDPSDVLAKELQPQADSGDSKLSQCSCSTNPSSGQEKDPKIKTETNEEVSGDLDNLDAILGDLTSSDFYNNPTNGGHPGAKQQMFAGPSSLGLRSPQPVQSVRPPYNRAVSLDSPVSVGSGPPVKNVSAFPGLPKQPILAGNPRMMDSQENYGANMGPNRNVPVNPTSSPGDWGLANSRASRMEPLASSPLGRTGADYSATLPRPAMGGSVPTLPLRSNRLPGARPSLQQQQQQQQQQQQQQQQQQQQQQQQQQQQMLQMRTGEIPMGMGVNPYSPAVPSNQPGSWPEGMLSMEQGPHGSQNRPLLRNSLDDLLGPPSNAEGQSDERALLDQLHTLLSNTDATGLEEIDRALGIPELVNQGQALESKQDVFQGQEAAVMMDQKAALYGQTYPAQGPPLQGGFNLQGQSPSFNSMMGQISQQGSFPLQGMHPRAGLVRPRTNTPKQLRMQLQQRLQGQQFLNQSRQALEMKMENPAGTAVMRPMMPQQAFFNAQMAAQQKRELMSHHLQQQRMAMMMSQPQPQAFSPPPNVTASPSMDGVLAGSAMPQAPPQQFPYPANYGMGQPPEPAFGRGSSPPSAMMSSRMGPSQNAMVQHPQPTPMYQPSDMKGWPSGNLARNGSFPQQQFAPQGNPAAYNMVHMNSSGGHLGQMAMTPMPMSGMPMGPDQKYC
NALP1 yeast inh: NALP1 inhibition. S. cerevisiae NALP1/ASC/caspase-1 growth, X-gal OD620, 72 h. hit rate 0.61% among 280,000. AID 2071. inhibition, % at 10 µM; in the data active = inhibition mostly above about 24%, no sharp cut-off; inactive = mostly below about 32%; also: some compounds called inactive have numbers as strong as hits
MEKK2mut PB1 HTS: signal of MEK5 binding to mutant human MEKK2 PB1 domain; hit rate 0.35% among 290,000; percent response, % at 10 µM; AID 1530; bead flow cytometry, Alexa488-MEK5 binding to MEKK2 mutant; in the data active = percent response above about 24%, passing the limit was not always enough; also: inactives centre near 1; some results filed as inactive read as strong as hits; reference of the scale not given here
MEKK2 WT-MEK5: raises or lowers MEK5 binding to wildtype human MEKK2 PB1 domain; binding response (% of control), % at 10 µM; Q9Y2U5; bead flow cytometry, Alexa488-MEK5 binding to MEKK2 WT; actives lie on both sides; hit rate 1.1% among 290,000; in the data active = binding response below about 67% or above about 130%
PfM18AAP inh: blocks P. falciparum M18 aspartyl aminopeptidase; hit rate 1.2% among 290,000; inhibition, % at 7.35 µM; recombinant PfM18AAP, H-Glu-NHMec fluorogenic cleavage;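 active = inhibition above the campaign mean inhibition over all tested compounds plus 3 SD, cut at about 28% in these data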;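 also: 0% = plate median of test compound wells and 100% = 2 mM ZnCl2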
IDE act: IDE (human) activation, cell-based; P14735; HEK cells, FAbeta-B cleavage, fluorescence polarization; 0% vehicle, 100% cell-free pure enzyme wells; activation, % at 5.96 µM; hit rate 0.073% among 340,000;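 active = activation above the mean of all tested compounds plus 3 SD, set per screening campaign, cut at about 17% in these data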
IDE inh: cellular human IDE inhibition; P14735; HEK cells, FAbetaB cleavage, fluorescence polarization; inhibition, % at 5.59 µM; hit rate 0.41% among 320,000;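 active = percent inhibition above the average of all tested compounds plus 3 SD, set per screening campaign, cut at about 16% in these data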;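 also: IDE supplied by intact live HEK cells; FP after avidin binding of uncleaved biotin substrate so inhibition keeps polarization high; 0% = DMSO wells and 100% = 60 µM reference IDE inhibitor Ii1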
Starred values were filed as active, the others as inactive; / = not tested or not shown; [ ] = dose if it differs, or a comment. This is a subset, so the mix of outcomes need not match the whole.

mol,MEKK3 PB1 HTS,SUMO HTRF inh,pCIP destab,NALP1 yeast inh,MEKK2mut PB1 HTS,MEKK2 WT-MEK5,PfM18AAP inh,IDE act,IDE inh
Cc1ccc(N(C(=O)CNC(=O)c2ccco2)C(C(=O)NCC2CCCO2)c2ccccc2)c(C)c1 (stereo not given),102.0,-1.3,6.4,9.7,3.0,101.0,-0.6,0.1,-0.2
Cc1nc(SCC(=O)c2cc3ccccc3oc2=O)c(C#N)c(-c2cccs2)c1C(=O)Nc1ccccc1,100.0,43.4,-13.1,-1.8,2.0,100.0,4.2,-3.1,1.6
CCN(CC)CCOC(=O)c1ccc(Cl)cc1Cl,103.0,-5.5,-1.0,-11.6,3.0,103.0,4.1,0.7,-4.9
Cc1ccc(SCCN2CCC(NC(=O)OCc3ccccc3)CCC2=O)cc1 (stereo not given),98.0,12.5,-5.6,-1.0,-4.0,94.0,-6.5,3.1,1.7
Cc1ccc(CNC(=O)C(=O)NCCC2=CCCCC2)cc1,72.0*[inhibitor],-10.9,7.3,-36.3,3.0,99.0,0.0,-0.7,-2.0
O=C(CN1CCN(Cc2ccccc2)CC1)N1CCCc2c1c(=O)oc1ccc(O)cc21,94.0,-14.5,-10.3,13.2,-32.0,81.0,-3.7,7.4,-2.4
C[C@@H]1CC[C@H]2C(=O)N3[C@@H](CC[C@@H](C)[C@@H]3c3ccc(Br)cc3)C(=O)N2[C@H]1c1ccc(Br)cc1,100.0,11.6,3.3,22.6,-5.0,96.0,-1.7,-1.9,-0.6
CC(=O)c1ccc(Sc2ccccc2)c([N+](=O)[O-])c1,98.0,-5.2,3.4,-12.0,-3.0,96.0,-1.4,-3.2,-0.7
CCn1nc(NC(=O)CC(C)C)c2cc3ccc(C)cc3nc21,106.0,25.0,-12.1,26.8,1.0,109.0,-14.7,-1.8,-1.1
O=C1CC(c2ccco2)CC(O)=C1C=NCC1NCCc2ccccc21 (stereo not given),100.0,56.9,-11.1,-70.4,2.0,104.0,28.8*,-1.5,-1.8
Cc1nc(-c2cccnc2)sc1C(N)=O,/,-2.6,1.4,6.3,/,/,4.1,2.2,1.1
COc1cccc(OCCn2ccnc2)c1,101.0,5.7,-7.7,8.3,4.0,106.0,-7.0,-2.3,-1.0
C[C@H](NS(=O)(=O)c1ccc(Cl)cc1)C(=O)OCC(=O)NC(=O)Nc1ccc2c(c1)OCCO2,99.0,15.3,-7.8,21.0,-1.0,101.0,-1.9,0.0,11.7
Cc1nc(CNS(=O)(=O)c2cccs2)cs1,122.0,-3.1,5.9,-4.9,0.0,99.0,-0.1,-2.9,-0.6
CN(C)c1cccc2c(S(=O)(=O)N3CCOCC3)cccc12,114.0,31.0,-12.2,4.0,7.0,111.0,9.0,5.3,1.8
CCS(=O)(=O)N1Cc2ccccc2CC1C(=O)Nc1ccc(C)cc1 (stereo not given),98.0,-4.7,-2.6,5.9,1.0,100.0,1.2,4.8,6.4
COCCCN1C(=O)c2ccc(C(=O)Nc3cccc(OC)c3)cc2C1=O,96.0,-4.5,-17.4,-20.8,1.0,98.0,-4.9,2.1,1.6
S=C(NCCc1ccccc1)N1CCCCC1,96.0,12.5,-2.7,0.5,-6.0,94.0,-5.2,1.2,8.9
C=C1CCN(C(Cc2ccccc2)C(=O)OC)S(=O)(=O)c2ccc(F)cc21 (stereo not given),92.0,4.3,-5.9,8.1,5.0,90.0,/,3.3,-3.0
CC(C)N1CC(C(=O)Nc2ccc(F)c(Cl)c2)CC1=O (stereo not given),106.0,12.3,-1.3,11.7,2.0,103.0,-5.4,7.0,-0.8
CSc1ccccc1C(=O)NCC(c1ccco1)N(C)C (stereo not given),103.0,23.8,-24.8,29.6,1.0,100.0,3.8,3.6,-0.2
CN(C)CCOC(=O)c1ccc(COc2ccccc2Br)o1,105.0,1.8,0.5,30.4,10.0,120.0,0.3,5.1,1.8
COC(=O)[C@@H](NC(=O)NCc1cccs1)C(C)C,99.0,-0.6,-14.5,3.2,3.0,101.0,-2.5,-0.6,-1.1
CC(=O)O[C@H]1CC[C@@]2(C)C(=CC[C@H]3[C@@H]4CC[C@H](C(C)=O)[C@@]4(C)CC[C@@H]32)C1,101.0,/,/,/,1.0,103.0,/,-2.2,-0.2
COCCn1c(SCC(=O)NCc2ccccc2)nnc1-c1ccco1,94.0,2.4,13.8,5.7,0.0,94.0,-0.5,-3.2,3.6
Cc1cc(=O)oc2cc(OC(=O)c3nn(C(C)C)c(=O)c4ccccc34)ccc12,83.0,28.4,-1.5,17.0,-7.0,88.0,-3.3,4.3,-4.8
Cc1cnc(C(=O)OCC(=O)N2CCc3ccccc32)cn1,79.0,0.6,2.7,-10.8,-4.0,88.0,6.9,5.3,3.7
COc1ccc(C(=O)/C(=C/N(C)C)S(=O)(=O)c2ccccc2)cc1,101.0,19.2,-16.2,-3.8,1.0,101.0,-4.4,0.9,6.9
COc1cc(C)c(S(=O)(=O)Nc2ccccc2F)cc1C,104.0,-7.1,-18.1,16.9,6.0,109.0,-9.9,0.1,5.0
CC1CCN(S(=O)(=O)c2ccc3[nH]c(=O)[nH]c3c2)CC1,101.0,9.3,-0.1,-4.9,-2.0,95.0,-0.7,4.0,2.7
CN1c2ccccc2N(C)C1(C)c1cccc2ccccc12,109.0,32.8,-27.6,/,6.0,107.0,2.3,6.0,0.2
C(=N/n1c2ccccc2c2ccccc21)/c1ccco1,102.0,35.5,-1.0,15.2,-2.0,103.0,-0.9,4.5,3.3
Cc1ccc2oc(=O)c(/C=C(\O)c3ccco3)nc2c1,74.0,25.5,-7.0,7.9,-28.0,82.0,50.3*,3.3,-3.8
O=c1c2cccc3c2c(nn1-c1ccccc1)-c1ccccc1-3,113.0,12.6,-8.9,35.0,2.0,98.0,0.8,0.5,0.9
COc1ccc(C(=O)N/C(=C\c2cn(C)c3ccccc23)C(=O)NCCCn2ccnc2)cc1,97.0,14.5,8.3,-3.9,-1.0,99.0,6.2,1.2,1.9
CC(=O)n1cc(N(C(=O)CCl)c2ccc(C)cc2)c2ccccc21,102.0,9.2,-4.2,-1.3,16.0,99.0,7.5,-4.3,1.6
Cc1c(NC(=O)CN2CCCC(C)C2)ccc2nsnc12 (stereo not given),93.0,29.0,0.1,10.2,-8.0,79.0,-6.6,0.1,-4.6
O=C(COc1ccccc1)NC(=S)Nc1cccc(NC(=O)c2ccccc2Cl)c1,107.0,-13.6,-3.0,1.2,14.0,114.0,-2.8,-7.7,1.1
COC(=O)CC1=Nc2ccccc2NC(=O)C1,101.0,8.7,-1.9,8.5,-2.0,94.0,4.5,5.8,-1.3
CC(=O)c1ccc(N(C(=O)CNC(=O)c2cccs2)C(C(=O)NCC2CCCO2)c2ccccc2)cc1 (stereo not given),101.0,9.0,-3.3,-3.1,7.0,103.0,2.3,0.7,3.4
COc1ccc(NC(=O)c2cc(-c3ccccc3)on2)cc1,103.0,22.1,-2.8,17.2,8.0,104.0,-2.4,4.1,5.8
Cc1cc(/C=N/NC(N)=S)c(C)n1-c1ccc(Cl)cc1,92.0,16.2,18.1,18.2,-3.0,95.0,12.7,0.7,5.7
O=C(NN=C(Cc1ccccc1)Cc1ccccc1)C1CC1,103.0,16.3,-12.6,-6.3,-1.0,98.0,-1.0,-0.1,3.1
CC12CC3(C)CC(C)(C1)CC(C(=O)NCC(=O)O)(C2)C3,96.0,2.8,-6.5,11.4,0.0,100.0,4.7,2.2,-1.4
CC1=N/C(=C\c2ccc([N+](=O)[O-])cc2)C(=O)N1c1ccc(Br)c(C)c1,82.0*[inhibitor],21.1,-1.8,11.2,-8.0,-2.0*,-4.5,2.0,4.2
O=C(CSc1nnc(-c2cccs2)o1)Nc1cccc(S(=O)(=O)N2CCCCC2)c1,103.0,-13.3,5.2,7.8,0.0,101.0,-6.0,-4.8,4.7
COc1ccc(-c2cn3ccccc3n2)cc1[N+](=O)[O-],97.0,10.4,0.5,30.2,-2.0,98.0,2.7,2.4,0.1
O=C(CC(c1ccccc1)c1ccccc1O)N1CCCC1 (stereo not given),99.0,-0.1,-12.8,25.0,2.0,99.0,-8.6,-1.4,0.1
COc1ccc(S(=O)(=O)N2CCCC(C(=O)NCCN3CCOCC3)C2)cc1C (stereo not given),100.0,-1.8,-12.1,9.4,-5.0,98.0,1.3,2.3,1.1
Cc1ccc(/C=C2\SC(N3CCCCC3)=NC2=O)cc1,104.0,7.0,-91.4,3.3,11.0,112.0,3.6,3.8,-6.0

Later entries.
mol,MEKK3 PB1 HTS,SUMO HTRF inh,pCIP destab,NALP1 yeast inh,MEKK2mut PB1 HTS,MEKK2 WT-MEK5,PfM18AAP inh,IDE act,IDE inh
Cc1ccc(-n2nc(C)c(C(=O)N3CCN(C(=O)c4ccco4)CC3)c2-n2cccc2)cc1,101.0,3.2,5.4,3.0,1.0,98.0,0.6,0.6,1.5
CCn1c(-c2cccc(Cl)c2)n[nH]c1=S,94.0,1.3,-1.4,-18.4,-3.0,99.0,27.8,-1.7,2.0
CCn1nc(C)c(C(=O)Nc2cc(Oc3ccc(Cl)cc3)cc([N+](=O)[O-])c2)c1C,102.0,-10.9,-3.8,-6.4,-1.0,104.0,-8.8,5.3,0.3
CC(=O)c1sc(NC(=O)c2cc3c(C)nn(-c4ccccc4)c3s2)nc1C,104.0,25.4,-8.3,13.0,-2.0,104.0,-3.6,1.4,4.6
O=C(CCCOc1ccc(Cl)cc1Cl)Nc1ncccn1,106.0,1.0,-7.9,9.7,5.0,104.0,0.6,-3.5,3.7
Cc1nc(SCC(=O)NC2CCCC2)[nH]c(=O)c1C,101.0,3.2,-9.3,9.6,5.0,100.0,3.4,-3.6,-1.5
COc1ccc(F)cc1C(=O)C1CCCN(Cc2cccn2-c2cccnc2)C1 (stereo not given),98.0,7.9,3.5,11.5,7.0,96.0,-2.0,-3.8,-7.2
COc1ccc(N(CC(=O)NCCC2=CCCCC2)S(=O)(=O)c2ccccc2)c(OC)c1,123.0,2.0,-4.4,8.7,0.0,110.0,-10.6,-1.9,0.3
Cc1noc(C)c1CS(=O)(=O)c1ccc(Br)cc1,/,-17.3,14.6,3.7,/,/,-3.1,4.7,-2.6
CCCN(C(=O)COc1ccc(Cl)cc1Cl)c1c(N)n(Cc2ccccc2)c(=O)[nH]c1=O,101.0,1.5,-10.5,-28.5,6.0,99.0,3.1,2.2,1.6
O=C(Cc1ccccc1)NC(NC(=O)Cc1ccccc1)c1cccc([N+](=O)[O-])c1,103.0,14.1,3.4,14.5,5.0,96.0,-5.5,-3.1,6.8
Cc1cccc(N2CC(C(=O)Nc3nnc(SCC(=O)Nc4nccs4)s3)CC2=O)c1 (stereo not given),96.0,24.7,-4.4,33.3,-2.0,94.0,-8.2,2.5,1.4
COc1nc(-c2cccs2)cc(-c2ccc(C)cc2)c1C#N,105.0,-10.6,-8.9,-3.2,5.0,99.0,-10.9,1.2,3.9

An excerpt from above in order of the MEKK3 PB1 HTS value, descending:
mol,MEKK3 PB1 HTS,SUMO HTRF inh,pCIP destab,NALP1 yeast inh,MEKK2mut PB1 HTS,MEKK2 WT-MEK5,PfM18AAP inh,IDE act,IDE inh
CC(=O)c1sc(NC(=O)c2cc3c(C)nn(-c4ccccc4)c3s2)nc1C,104.0,25.4,-8.3,13.0,-2.0,104.0,-3.6,1.4,4.6
Cc1nc(SCC(=O)NC2CCCC2)[nH]c(=O)c1C,101.0,3.2,-9.3,9.6,5.0,100.0,3.4,-3.6,-1.5
CCn1c(-c2cccc(Cl)c2)n[nH]c1=S,94.0,1.3,-1.4,-18.4,-3.0,99.0,27.8,-1.7,2.0
